# AID2073 = inhibitors of Mint1-CaV2.2 protein interaction, biochemical, HTRF (AID 2073) | inhibition, % at 20 µM; hits with a dose series show IC50 in µM | HTRF protein-protein interaction, Mint1-CaV2.2; higher % means a stronger effect | hit rate 0.19% among 290,000 | Voltage-dependent N-type calcium channel subunit alpha-1B (Homo sapiens); in the data active = inhibition mostly above about 51%, no sharp cut-off; inconclusive = no clear call, values can overlap the other calls; inactive = mostly below about 53%; note: some results filed as inactive read as strong as hits
# Dengue-2 NS5 capping = Dengue-2 NS5 methyltransferase inhibitors, primary screen, biochemical, confirmation dose response (AID 588689) | Genome polyprotein (Dengue virus type 2 (strain 16681-PDK53)) | Dengue-2 NS5 methyltransferase capping enzyme assay, biochemical; higher % means a stronger effect | inhibition, % at 25 µM; hits with a dose series show IC50 in µM | hit rate 0.3% among 340,000; in the data active = a potency from the dose series; inconclusive = inhibition above about 29% without an active follow-up result
# SIAH1 antagonists = Siah-1 peptide-binding antagonists, primary screen, biochemical, fluorescence polarization, rhodamine-plectin, uHTS (AID 1817) | E3 ubiquitin-protein ligase SIAH1 (Homo sapiens) | Siah-1 / rhodamine-plectin peptide fluorescence polarization; higher % means a stronger effect | one-dose displacement, % at 20 µM; IC50 in µM for titrated hits | hit rate 0.02% among 290,000;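 active = displacement of at least 50% at 20 µM, with a fluorescence ratio check between 0.3 and a set limit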;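 note: plate controls were Siah plus tracer with DMSO for no effect and tracer alone without Siah for full effect; strong numbers were not always called active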
# NTR1 agonist = agonists of NTR1, primary screen, imaging, U2OS cells, beta-arrestin-GFP, high content (AID 493036); Neurotensin receptor type 1 (Homo sapiens), P30989; NTR1-U2OS beta-arrestin-GFP spot imaging, agonist mode; activation, % at 20 µM; hit rate 0.17% among 330,000;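 active = activation at or above 40% of the spot to cytoplasm intensity ratio, with at least 20 cells analyzed; inconclusive = wells under 20 cells, flagged as cytotoxic or low count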;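 note: 0% = DMSO without peptide and 100% = 100 nM NTR1 peptide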
# Target sequence (P30989 whole entry, looked up): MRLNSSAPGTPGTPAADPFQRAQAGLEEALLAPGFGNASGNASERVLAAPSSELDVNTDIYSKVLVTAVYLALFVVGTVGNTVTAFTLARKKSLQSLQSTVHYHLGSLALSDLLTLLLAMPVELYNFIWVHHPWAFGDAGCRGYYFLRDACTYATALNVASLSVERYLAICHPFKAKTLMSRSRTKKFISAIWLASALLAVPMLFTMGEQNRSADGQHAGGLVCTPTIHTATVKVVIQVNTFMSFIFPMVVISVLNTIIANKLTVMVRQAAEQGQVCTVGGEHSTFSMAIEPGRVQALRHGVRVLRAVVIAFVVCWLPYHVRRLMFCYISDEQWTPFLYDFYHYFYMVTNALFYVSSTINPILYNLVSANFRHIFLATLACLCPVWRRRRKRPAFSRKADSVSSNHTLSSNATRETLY
# RSV antiviral HEp-2 = RSV antiviral activity via CPE protection, HEp-2 cells, primary 10 µM value included (AID 2391); HEp-2 cells, RSV-induced CPE inhibition; higher % means a stronger effect; CPE inhibition, % at 10 µM; hits with a dose series show IC50 in µM; hit rate 0.13% among 310,000; in the data active = a potency from the dose series; inconclusive = CPE inhibition mostly from about 23% at the one dose, without a potency; inactive = the rest, 99 in 100 with CPE inhibition below about 21%; note: strong numbers were not always called active
# K1F lysis inhibition = inhibition of K1F phage lysis, E. coli UTI89, bacterial capsule biogenesis inhibitors, alamar blue (AID 488966); E. coli UTI89 K1F phage lysis, alamar blue, 2 h; higher % means a stronger effect; one-dose inhibition, % at 100 µM; IC50 in µM for titrated hits; hit rate 0.02% among 340,000;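 active = phage lysis inhibition, versus mean bacterial control, above a set limit; inconclusive = no clear call, values can overlap the other calls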;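 note: capsule biogenesis inhibitors block K1F phage lysis so surviving cells raise fluorescence; higher fluorescence means more inhibition of phage lysis; actives were called in the ten point dose series up to 300 µM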
# SV40 large T antigen = SV40 large T antigen inhibitors, biochemical (AID 1903); SV40 large T antigen ATPase/helicase inhibition assay; higher % means a stronger effect; inhibition, % at 20 µM, or IC50 in µM where a hit was titrated; hit rate 0.39% among 310,000; in the data active = a potency from the dose series; inconclusive = inhibition mostly from about 32% at the one dose, without a potency; inactive = the rest, 99 in 100 with inhibition below about 32%; note: strong numbers were not always called active
# West Nile antiviral = West Nile virus antiviral activity, cell-based, CPE readout (AID 1621) | West Nile virus-infected cells, CPE inhibition; higher % means a stronger effect | one-dose CPE inhibition, % at 10 µM; IC50 in µM for titrated hits | hit rate 0.02% among 290,000; in the data active = a potency from the dose series; inconclusive = CPE inhibition mostly from about 3.7% at the one dose, without a potency; inactive = the rest, 99 in 100 with CPE inhibition below about 2.2%; note: strong numbers were not always called active
# Rac1 GTP hydrolysis = MgcRacGAP GTPase-activating activity inhibitors, confirmation, biochemical, ADP Hunter fluorescence. inhibition, % at 30 µM; hits with a dose series show IC50 in µM. AID 624330, 2012. MgcRacGAP-stimulated Rac1 GTP hydrolysis, ADP Hunter fluorescence; higher % means a stronger effect; GST-tagged Rac1 F28L mutant substrate. Rac GTPase-activating protein 1 (Homo sapiens). hit rate 0.6% among 340,000;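 active = first-screen hits whose inhibition reached a set limit at any dose in the follow-up dose series; inconclusive = inhibition above the set first-screen limit but never retested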;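 note: fluorescence reports GDP produced by GAP-driven GTP hydrolysis; strong numbers were not always called active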
# NTR1 agonist cell count 20 µM = also measured in NTR1 agonist; calls as there; cell count; measured here: cell count, cytotoxicity flag
# Dengue-2 NS5 capping pilot replicate = second read-out of Dengue-2 NS5 capping, no call of its own (marks repeat the call); inhibition, %; measured here: pilot screen replicate inhibition
# * marks the source's active call; other numbers are inactive results; ? = inconclusive; . = not tested or not shown; [ ] = dose if it differs, or a comment.
SMILES,AID2073,Dengue-2 NS5 capping,SIAH1 antagonists,NTR1 agonist,NTR1 agonist cell count 20 µM,RSV antiviral HEp-2,K1F lysis inhibition,SV40 large T antigen,West Nile antiviral,Rac1 GTP hydrolysis,others
CC(=O)C[C@@H](O)CC(=O)[C@H]1OC(=O)CCCCCCc2ccccc21,.,-8%,.,0.0,46,-0.3%,0.1%,.,.,0%,
Cc1ccc(S(=O)(=O)N2[C@@H](c3ccc(C#N)cc3)C(C(=O)O)=C[C@H]2C(C)(C)C)cc1,.,-4%,.,-0.8,63,.,0.1%,.,.,5%,Dengue-2 NS5 capping pilot replicate=0.0
CC(C)(C)[C@H]1COC(=O)[C@H](NC(=O)OCC2c3ccccc3-c3ccccc32)C/C=C\C[C@@H](CC(=O)N(CCO)Cc2ccccc2)C(=O)N1,.,-1%,.,8.6,57,.,0.5%,.,.,4%,
CCOC(=O)NC(Nc1ccc(C)cn1)(C(F)(F)F)C(F)(F)F,-1%,5%,4%,-0.9,45,0.5%,0.3%,-3%,0.4%,-1%,
CC1(C)CCCC2=C1CC1C(=O)N(O)C(=O)C1C2 (stereo not drawn),1%,4%,2%,-0.3,82,-1.4%,1.0%,2%,0.1%,1%,
Cn1c(CCN2CCN(c3ccccn3)CC2)nc2cc(NC(=O)COc3ccc([N+](=O)[O-])cc3)ccc21,-12%,-4%,3%,1.5,64,1.9%,0.3%,17%,0.9%,0%,
CCN(CC)S(=O)(=O)c1ccc(C(=O)NCC(=O)NCCCc2ccccc2)cc1,2%,-4%,2%,-0.1,59,.,0.1%,.,-0.2%,7%,
O=C(COC(=O)c1ccc2ncsc2c1)Nc1ccccc1Br,.,1%,.,3.0,63,2.6%,0.6%[50 µM],.,.,1%,
CNCC(=O)Nc1ccc(OC(F)(F)F)cc1,-9%,-4%,5%,0.3,57,0.2%,0.2%,5%,1.9%,4%,
CCc1ccc(-c2cc(C(=O)NN3CCOCC3)c3ccccc3n2)s1,?,-4%,1%,0.3,75,4.1%,-0.1%,3%,-0.6%,8%,
O=C(Nc1ccc(C(F)(F)F)cc1Cl)c1ccc(Cn2cc(Br)cn2)o1,-2%,-5%,-1%,10,66,18%,-0.5%[50 µM],4%,-1.4%,-4%,
CCN(CC)C(=O)c1csc(Nc2cccc3ccccc23)n1,-11%,.,-5%,6.3,38,8.6%,-2.2%,7%,-1.0%,11%,
CCc1ccc(NC(=O)CSc2nc(NS(=O)(=O)c3ccccc3)cc(=O)[nH]2)cc1,30%,-5%,8%,-1.2,88,.,-0.7%,19%,0.2%,11%,
O=C(c1ccco1)N1CCN(C(=O)C2CCCN(S(=O)(=O)c3cccc4nsnc34)C2)CC1 (stereo not drawn),-2%,0%,6%,1.2,41,2.0%,0.2%,5%,0.1%,-2%,
Cc1cc(C)n(S(=O)(=O)c2cc(C(=O)O)c(Cl)cc2Cl)n1,2%,-1%,1%,1.0,47,-0.4%,0.1%,.,-0.1%,-1%,
O=C(N/C(=C/C=C/c1ccccc1)C(=O)N1CCOCC1)c1ccccc1Cl,-8%,-14%,18%,0.4,36,5.9%,-0.2%,7%,-1.2%,-20%,
Cc1ccc(C(C)C)c(OCC(O)CN2CCOCC2)c1 (stereo not drawn),1%,-2%,6%,0.8,50,0.1%,0.4%,6%,-0.7%,9%,
CCOC(=O)C1(CC2CC2)CCN(S(=O)(=O)/C=C/c2ccccc2)CC1,45%,-6%,-1%,1.8,50,?,0.0%,-5%,-2.0%,1%,
O=C(NNC(=O)c1ccc([N+](=O)[O-])cc1)c1ccc(Br)cc1,11%,0%,9%,1.3,40,1.7%,0.1%,9%,-0.8%,7%,
CCc1nnc(NC(=O)COc2ccc3c(c2)OCO3)s1,-9%,8%,7%,-1.6,51,2.5%,0.1%,5%,0.1%,5%,
Cc1ccc(-c2nc3cnccn3c2Nc2ccc3c(c2)OCO3)o1,-61%,-5%,-4%,-0.8,93,-0.1%,2.3%,?,-0.3%,19%,
CC[C@@H](C)[C@H](NC(=O)Cc1c(C)c2cc3c(C)coc3c(C)c2oc1=O)C(=O)O,21%,-9%,-3%,-1.1,79,1.1%,-0.2%,7%,0.3%,10%,
C=CCNC(=O)NS(=O)(=O)c1ccc(C)cc1,-2%,3%,0%,0.9,44,0.7%,0.3%,1%,0.3%,7%,
Cc1cc2oc(=O)cc(Cn3ncc(Cl)c(Cl)c3=O)c2cc1Cl,5%,-8%,-1%,0.4,14,-4.4%,3.5%,8%,-1.9%,12%,
CC(C)(C)OC(=O)N1CCC(NC(=O)c2nc[nH]c2C(=O)N2CCN(c3ccccc3)CC2)CC1,.,1%,.,0.2,53,.,0.2%,.,.,13%,
Cc1ccc(C)n1NC(=O)c1ccc(O)cc1,-4%,-1%,-6%,-0.7,49,2.0%,0.1%,-2%,0.1%,8%,
O=C(CSc1nc2ccccc2s1)NCC1CCCO1 (stereo not drawn),4%,-1%,8%,0.1,72,1.6%,1.8%[50 µM],6%,0.3%,7%,
O=C(CSc1ccccc1)Nc1ccc(N2CCN(c3ccccc3)CC2)c(F)c1,10%,-3%,3%,0.4,56,1.8%,0.6%,2%,0.4%,5%,
CCOC(=O)N1CCN(C(=O)CSCC(=O)Nc2nc(-c3ccccc3)cs2)CC1,5%,-3%,8%,0.8,78,2.9%,2.9%,11%,0.2%,5%,
CN(C)c1ccc(C(=O)OCC(=O)c2cccs2)cc1,-1%,-2%,11%,0.7,42,1.5%,-1.7%,4%,0.2%,4%,
CCCOC1CCCN(C(=O)CCCn2nnnc2CN2CCOCC2)C1 (stereo not drawn),16%,-7%,-6%,0.3,64,-0.3%,-0.9%[50 µM],13%,0.2%,4%,
CSCC[C@H](N)C(=O)NC[C@H]1O[C@@H](n2cnc3c(N)ncnc32)[C@H](O)[C@@H]1O,.,5%,.,-0.7,63,.,0.3%,.,.,10%,Dengue-2 NS5 capping pilot replicate=0.0
Cc1cccc(C)c1NC(=O)CNC(=O)Cc1ccccc1[N+](=O)[O-],7%,-18%,-1%,1.2,53,2.8%,-0.7%,5%,-0.6%,8%,
CSCC[C@H](NC(=O)CCn1nnc2ccccc2c1=O)C(=O)O,-8%,-6%,5%,-1.3,74,0.5%,-0.1%,3%,-0.2%,10%,
Cc1cc(C)n2nc(SC(C)C(=O)NC3CCCCC3C)nc2n1 (stereo not drawn),.,-7%,.,0.5,64,-1.8%,1.6%[50 µM],7%,.,3%,
CCC(Oc1ccccc1OC)C(=O)Nc1ccc2c(c1)OCCO2 (stereo not drawn),6%,-2%,-4%,0.4,60,0.0%,0.0%,2%,0.0%,3%,
Cc1ccccc1N1CCN(C(=O)C2CCCCC2)CC1,-7%,-7%,2%,-1.2,67,4.9%,0.5%,2%,-0.5%,4%,
Cc1cc(=O)oc2c1ccc1oc(/C(=N/O)c3ccccc3)c(C)c12,16%,3%,4%,16,67,18µM*,-0.4%,2%,12%,-4%,
O=C(NCc1cccnc1)C1CCN(C(=O)c2ccc(Cl)cc2Cl)CC1,-7%,-1%,5%,-0.4,98,0.2%,3.6%,3%,-0.3%,5%,
Cc1ccc(S(=O)(=O)NC2CCCCCCC2)cc1,1%,3%,12%,1.3,61,0.9%,-1.5%,8%,-1.4%,4%,
CCOC(=O)C1=C(COC(=O)c2sccc2C)NC(=O)NC1C (stereo not drawn),.,-9%,.,-0.9,64,0.9%,0.6%[50 µM],.,.,-4%,
CCCCN(C(=O)COc1ccc(NC(C)=O)cc1)C1CCS(=O)(=O)C1 (stereo not drawn),-7%,-12%,4%,1.5,40,0.7%,0.4%,5%,0.7%,8%,
CCCCCCOc1ccc(N2C(=O)CC(SC(=NCC)NCC)C2=O)cc1 (stereo not drawn),26%,-2%,2%,-0.5,31,3.1%,-0.1%,3%,-0.2%,7%,
COCCN(C(=O)c1csnn1)C(C(=O)NC1CCCCC1)c1ccccc1F (stereo not drawn),-2%,-1%,-4%,3.5,48,0.3%,-0.1%,-6%,-0.6%,8%,
O=C(O)c1cccnc1SCC(=O)C12CC3CC(CC(C3)C1)C2,4%,-7%,2%,-0.4,62,-0.3%,-0.2%,15%,0.3%,4%,
Cc1n[nH]c(C)c1CCCCOc1ccccc1,32%,0%,4%,2.5,24,20%,0.3%,13%,-0.2%,6%,
CN1CCN(CC(=O)Nc2sc3c(c2C(=O)Nc2ccccc2)CCCC3)CC1,7%,-8%,-1%,0.3,46,0.2%,1.3%,0%,1.2%,4%,
COc1ccc(C)cc1NC(=O)c1nn(C)cc1Br,-2%,1%,2%,1.1,44,.,-0.2%,5%,-0.1%,0%,
CC(=O)Nc1cccc(NC(=O)CCN2C(=O)c3ccccc3S2(=O)=O)c1,.,-8%,.,2.5,43,-1.9%,0.3%[50 µM],10%,.,-2%,
O=C(CN(c1ccccc1)S(=O)(=O)c1ccc(F)cc1)NC1CCCCCC1,14%,0%,-1%,-0.3,64,2.0%,-0.1%,2%,1.2%,8%,
CCc1ccccc1Nc1nc(N)nc(COC(=O)C2=COCCO2)n1,.,-8%,.,2.9,53,1.2%,0.6%[50 µM],.,.,8%,

# High-throughput results as filed in PubChem BioAssay.

# The order is random; any-hit rate near 1.6%.
